U2OS ROS induce: inducers of reactive oxygen species in cancer cells; U2OS ROS induction, H2DCF-DA fluorescence; ROS induction (% of piperlongumine), % at 10 µM; hit rate 2% among 46,000; AID 624156; in the data active = ROS induction above about 79%, passing the limit was not always enough;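 note: 0% = DMSO vehicle median and 100% = reference compound median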
Active calls of the source: *. The list is partial; the hit share may differ from the screen's.

SMILES	U2OS ROS induce
Cc1noc(C)c1S(=O)(=O)Nc1ccc2c(c1)C(=O)N([C@H](C)CO)C[C@H](C)[C@@H](CN(C)Cc1ccncc1)OCCCC[C@@H](C)O2	1
COc1ccc(NC(=S)NCC(c2ccccc2)c2c[nH]c3ccccc23)cc1 (configuration not stated)	5
N#Cc1c(NC(=O)c2ccc(COc3ccccc3Cl)o2)sc2c1CCCC2	-4
COc1ccc(NC(=O)N(C)C[C@@H]2Oc3ccc(NC(=O)Nc4c(C)noc4C)cc3C(=O)N([C@@H](C)CO)C[C@H]2C)cc1	-7
COc1ccc(N(CC(=O)O)S(C)(=O)=O)cc1OC	7
C[C@@H]1CN([C@H](C)CO)C(=O)Cc2cc(NC(=O)CCN3CCOCC3)ccc2O[C@@H]1CN(C)Cc1ccccc1	-1
C[C@@H]1CN([C@H](C)CO)C(=O)Cc2cc(NS(=O)(=O)c3ccc(Cl)cc3)ccc2O[C@@H]1CN(C)CC1CCCCC1	0
CCCN1CCN(c2ncnc3scc(C4COc5ccccc5O4)c23)CC1 (configuration not stated)	29
CC(=O)Nc1ccccc1NC(=O)COc1ccc(Cl)cc1Cl	-2
COc1ccc(CN(C)C[C@H]2Oc3ccc(NC(=O)CCC(F)(F)F)cc3CC(=O)N([C@H](C)CO)C[C@H]2C)cc1	-25
COC(=O)c1ccccc1NC(=O)CSc1nnnn1-c1ccccc1OC	2
CC(C)NC(=O)N(C)C[C@H]1Oc2c(NC(=O)C3CCOCC3)cccc2C(=O)N([C@H](C)CO)C[C@H]1C	-11
c1ccc(CN(CCN(Cc2ccccn2)Cc2ccccn2)Cc2ccccn2)nc1	-2
COc1ccc(Cl)cc1NC(=O)CSc1nc2ccccc2n1-c1ccccc1	13
CC1CCCCN1C(=O)C1c2ccccc2Oc2ccccc21 (configuration not stated)	1
CC12CN3CC(C)(CN(C1)C3C1CCCCC1)C2=O (configuration not stated)	-12
Fc1ccc(CN(C(=S)Nc2ccccc2F)C2CCCCC2)cc1	-7
CC(C)(C)C(=O)Nc1ccn([C@H]2C[C@H](O)[C@@H](COC(=O)C(C)(C)C)O2)c(=O)n1	0
O=C(NCc1ccc(Cl)cc1)c1cc(-c2ccc(F)cc2)nc2ccccc12	47
C[C@H](CO)N1C[C@H](C)[C@H](CN(C)C(=O)Nc2ccc(F)cc2)Oc2ncc(C#CC(C)(C)O)cc2C1=O	3
C[C@H]1CN([C@@H](C)CO)C(=O)Cc2cc(NC(=O)Cc3cn(C)c4ccccc34)ccc2O[C@H]1CN(C)Cc1ccc(C(=O)Nc2ccccc2N)cc1	26
C[C@@H]1CN([C@@H](C)CO)C(=O)c2cc(NS(=O)(=O)c3ccc(Cl)cc3)ccc2O[C@@H]1CN(C)C(=O)NC1CCCCC1	31
C[C@@H]1CN([C@H](C)CO)C(=O)c2cc(NC(=O)c3ccncc3)ccc2O[C@@H]1CN(C)C(=O)Nc1ccc(C(F)(F)F)cc1	7
CCc1nc(OCc2ccco2)c2sc3nc4c(cc3c2n1)COC(C)(C)C4	72
Cc1ccc(C)c(NC(=O)CSc2nnnn2-c2ccc(C(=O)O)cc2)c1	-7
(listing goes on)
SMILES	U2OS ROS induce
C[C@@H]1CN([C@H](C)CO)C(=O)c2cccc(NC(=O)CCCCCC(=O)Nc3ccccc3N)c2O[C@H]1CN(C)C(=O)NC1CCCCC1	-3
COc1ccc(NC(=O)NCCCN2CCCC2=O)cc1	-2
Cn1c(SCC(=O)Nc2sc3c(c2C#N)CCCC3)nnc1-c1ccc(Br)cc1	-6
CCCn1c2ccccc2c2nnc(SCC(=O)N3c4ccccc4Sc4ccccc43)nc21	0
C[C@H]1CN([C@@H](C)CO)C(=O)Cc2cc(NS(C)(=O)=O)ccc2O[C@H]1CN(C)Cc1ccc2c(c1)OCO2	-11
COc1cccc(S(=O)(=O)N(C)C[C@@H]2OCc3cnnn3CCCC(=O)N([C@@H](C)CO)C[C@@H]2C)c1	-8
C[C@H]1CN([C@@H](C)CO)C(=O)c2cc(NS(=O)(=O)c3cccs3)ccc2O[C@@H]1CN(C)C(=O)Nc1ccc2c(c1)OCO2	-2
Cc1ccc(S(=O)(=O)N2CC=C(C(=O)NCc3cccs3)CC2)cc1	-7
COc1ccc(NC(=O)N(C)C[C@@H]2Oc3ccc(NC(=O)Nc4cccc5ccccc45)cc3C(=O)N([C@@H](C)CO)C[C@@H]2C)cc1	-2
Cc1ccc(S(=O)(=O)Nc2ccc3c(c2)CC(=O)N([C@@H](C)CO)C[C@H](C)[C@@H](CN(C)C(=O)Nc2c(C)noc2C)O3)cc1	10
COc1ccc(NC(=O)Nc2ccc3c(c2)C(=O)N([C@@H](C)CO)C[C@@H](C)[C@H](CN(C)Cc2ccc(C(=O)O)cc2)O3)cc1	-12
COc1cccc(S(=O)(=O)NCC(=O)N2CCCCC2C)c1 (configuration not stated)	-2
CCOc1ccc(NC(=O)CN2C(=O)C3(OCCCO3)c3ccccc32)cc1	-6
C[C@@H]1CN([C@@H](C)CO)C(=O)c2cc(NC(=O)Nc3ccc(C(F)(F)F)cc3)ccc2O[C@H]1CN(C)S(=O)(=O)c1cn(C)cn1	-6
O=C1c2ccccc2C(=O)N1CCN1CCCCC1	-12
CC1(C)CC(n2c(SCC(N)=O)nc3c(c2=O)C2(CCCCC2)Cc2ccccc2-3)CCO1 (configuration not stated)	3
O=C1O[C@H](c2ccccc2)[C@H](c2ccccc2)N2[C@H]1[C@@H](C(=O)NC[C@H](O)c1ccccc1)[C@]1(C(=O)Nc3ccc(C#CC4=CCCCC4)cc31)[C@H]2c1ccc(OCCO)cc1	2
O=C(NCC(O)c1ccccc1)c1cccc(S(=O)(=O)N2CCOCC2)c1 (configuration not stated)	-19
CNC(=O)Nc1ccc(C2SCCS2)cc1	16
COc1ccccc1NC(=O)CN(C)S(=O)(=O)c1cc(C)ccc1OC	-5
C[C@@H]1CN([C@@H](C)CO)C(=O)c2cc(NC(=O)CCC(F)(F)F)ccc2O[C@@H]1CN(C)C	-7
Cc1cc(C)c2c(=O)[nH]c(SCC(=O)c3ccc(F)c(C)c3)nc2n1	31
CNCCNS(=O)(=O)c1cccc2cnccc12	1
C[C@H]1CN([C@@H](C)CO)C(=O)Cc2cc(NS(C)(=O)=O)ccc2O[C@@H]1CN(C)Cc1ccccc1	131*
C[C@H](CO)N1C[C@H](C)[C@@H](CN(C)Cc2ccc(-c3ccccc3)cc2)Oc2c(NC(=O)C3CCOCC3)cccc2C1=O	26
(next part)
SMILES	U2OS ROS induce
C[C@H]1CN([C@@H](C)CO)C(=O)Cc2cc(NC(=O)Cc3ccccc3)ccc2O[C@H]1CN(C)S(=O)(=O)c1ccc(F)cc1	3
C[C@@H]1CN([C@@H](C)CO)C(=O)c2cccc(NC(=O)c3cnccn3)c2O[C@@H]1CN(C)C(=O)NC1CCCCC1	-7
C[C@@H]1CN([C@@H](C)CO)C(=O)c2cccc(NS(=O)(=O)c3cn(C)cn3)c2O[C@@H]1CN(C)CC1CCCCC1	5
C[C@@H]1CN([C@@H](C)CO)C(=O)c2cccc(NC(=O)c3cnccn3)c2O[C@H]1CN(C)S(=O)(=O)c1ccc(F)cc1	-9
Cc1noc(C)c1NC(=O)Nc1cccc2c1O[C@@H](CN(C)CC1CCCCC1)[C@H](C)CN([C@H](C)CO)C2=O	-11
COc1ccc(C(=O)Nc2ccc(C(=O)OCc3cccc([N+](=O)[O-])c3)cc2)cc1	-11
O=C(NO)c1cccc(C(=O)N/N=C/c2ccc(OCc3ccccc3)cc2O)c1	-14
C[C@H]1CN([C@@H](C)CO)C(=O)c2cccc(NC(=O)Nc3cccc4ccccc34)c2O[C@H]1CN(C)S(=O)(=O)c1ccccc1	18
C=CCn1c(SCc2ccc(C#N)cc2Cl)nnc1-c1cccc(OC)c1	-16
CC(C)NC(=O)Nc1ccc2c(c1)CC(=O)N([C@@H](C)CO)C[C@H](C)[C@H](CN(C)C(=O)Nc1ccccc1)O2	79*
CC(C)C1=CCC(C)/C(=C\c2ccc(Cl)cc2)C1=O (configuration not stated)	4
C[C@H](CO)N1C[C@H](C)[C@H](CN(C)S(=O)(=O)c2ccc(Cl)cc2)Oc2ccc(NC(=O)Cc3cn(C)c4ccccc34)cc2C1=O	56
C[C@@H]1CN([C@H](C)CO)C(=O)Cc2cc(NC(=O)Cc3cn(C)c4ccccc34)ccc2O[C@@H]1CN(C)CC1CC1	124*
C[C@@H]1CCCCO[C@H](CN(C)C)[C@@H](C)CN([C@H](C)CO)C(=O)c2cc(NC(=O)c3ccccc3)ccc2O1	-5
CC1OC(OCC2OC(Oc3cc(O)c4c(=O)c(-c5ccc(O)cc5)coc4c3)C(O)C(O)C2O)C(O)C(O)C1OC1OC(CO)C(O)C(O)C1O (configuration not stated)	-7
C[C@@H]1CN([C@H](C)CO)C(=O)c2cc(NS(=O)(=O)c3ccccc3)ccc2O[C@@H]1CN(C)Cc1ccncc1	10
COc1cccc(-c2c(C(N)=O)nnc3cc(-c4ccccc4)nn23)c1	1
CN(CCOC(=O)Nc1cccc(Cl)c1)c1ccc(C#N)cn1	5
CC1CC2OC(C)(C)OC2C(OC(=O)c2ccccc2)O1 (configuration not stated)	-7
N/C(=N\O)c1ccc(N2CCN(c3ncccc3C(F)(F)F)CC2)nc1	10
CC(C)NC(=O)Nc1ccc2c(c1)CC(=O)N([C@H](C)CO)C[C@@H](C)[C@H](CN(C)Cc1ccncc1)O2	0
O=C(NO)c1cccc(C(=O)N/N=C/c2cccnc2Cl)c1	-9
C[C@H](CO)N1C[C@H](C)[C@@H](CN(C)Cc2ccc(C(=O)Nc3ccccc3N)cc2)Oc2c(NC(=O)c3nc4ccccc4s3)cccc2C1=O	67
C[C@@H]1CN([C@H](C)CO)C(=O)c2cccc(NC(=O)c3ccncc3)c2O[C@@H]1CN(C)C(=O)Nc1cccc2ccccc12	4
CNC[C@@H]1Oc2ccc(NC(=O)Nc3ccc4c(c3)OCO4)cc2CC(=O)N([C@H](C)CO)C[C@H]1C	-11

Single entries from the results shown.
CC(C)C1=CCC(C)/C(=C\c2ccc(Cl)cc2)C1=O (configuration not stated) in U2OS ROS induce → 4
CC1CC2OC(C)(C)OC2C(OC(=O)c2ccccc2)O1 (configuration not stated) in U2OS ROS induce → -7

(further entries)
SMILES	U2OS ROS induce
C[C@@H]1CN([C@@H](C)CO)C(=O)c2cccc(NS(=O)(=O)c3ccc(F)cc3)c2O[C@H]1CN(C)CC1CC1	-11
CC(C)NC(=O)Nc1ccc2c(c1)C(=O)N([C@@H](C)CO)C[C@@H](C)[C@H](CN(C)C(=O)NC1CCCCC1)O2	-11
C[C@H]1CN([C@@H](C)CO)C(=O)c2cc(NS(=O)(=O)c3ccccc3)ccc2O[C@@H]1CN(C)S(=O)(=O)c1cn(C)cn1	-3
CN(C)c1nc(N(C)C)nc(N(C)C)n1	3
COc1cc([C@@H]2c3cc4c(cc3[C@@H](O[C@@H]3O[C@@H]5CO[C@@H](C)O[C@H]5[C@H](O)[C@H]3O)[C@H]3COC(=O)[C@H]23)OCO4)cc(OC)c1O	-5
Oc1ccccc1CNCc1ccccn1	-6
C[C@H]1CN([C@@H](C)CO)C(=O)Cc2cc(NC(=O)Nc3ccc(F)cc3)ccc2O[C@@H]1CN(C)C(=O)Nc1ccc(F)cc1	-14
Cn1c(C(=O)NCc2ccccc2)cc2oc3ccccc3c21	-3
COC(=O)c1ccccc1NC(=O)Cn1nc([N+](=O)[O-])c(Br)c1C	0
CCOC(=O)C1CCN(C(c2cccc(Cl)c2)c2c(NC(C)=O)sc3c2CCCC3)CC1 (configuration not stated)	57
C[C@@H]1CN([C@@H](C)CO)C(=O)c2cccc(NS(=O)(=O)c3cccs3)c2O[C@H]1CN(C)CC1CCCCC1	-6
CCc1ccc(NC(=O)c2cc3c(=O)oc4ccccc4c3s2)cc1	-28
C[C@@H]1CCCCO[C@H](CN(C)S(=O)(=O)c2cn(C)cn2)[C@@H](C)CN([C@H](C)CO)C(=O)c2cc(NC(=O)CCC(F)(F)F)ccc2O1	13
C[C@@H]1CCCCO[C@@H](CN(C)C(=O)NC2CCCCC2)[C@@H](C)CN([C@H](C)CO)C(=O)c2cc(NS(=O)(=O)c3cccs3)ccc2O1	2
Cc1ccc2[nH]c(=S)n(C3CC4C=CC3C4)c(=O)c2c1 (configuration not stated)	0
COc1cc2c(cc1OC)C(Nc1ccc(Br)cc1)=NC(C)(C)C2	37
Cc1ccc(CSCC(=O)N2CCN(c3ccccc3)CC2)cc1	1
Cc1noc(C)c1NC(=O)Nc1ccc2c(c1)CC(=O)N([C@@H](C)CO)C[C@@H](C)[C@@H](CN(C)Cc1ccncc1)O2	2
O=C(Cc1nc(-c2cccs2)no1)Nc1cccc(C(F)(F)F)c1	-19
C[C@H]1CN([C@@H](C)CO)C(=O)Cc2cc(NC(=O)Cc3ccccc3)ccc2O[C@H]1CN(C)Cc1ccncc1	5

Sorted by molecular weight (rising): twelve of the compounds above
SMILES	U2OS ROS induce
Oc1ccccc1CNCc1ccccn1	-6
Cc1ccc2[nH]c(=S)n(C3CC4C=CC3C4)c(=O)c2c1 (configuration not stated)	0
Cc1ccc(CSCC(=O)N2CCN(c3ccccc3)CC2)cc1	1
CCc1ccc(NC(=O)c2cc3c(=O)oc4ccccc4c3s2)cc1	-28
COc1cc2c(cc1OC)C(Nc1ccc(Br)cc1)=NC(C)(C)C2	37
CCOC(=O)C1CCN(C(c2cccc(Cl)c2)c2c(NC(C)=O)sc3c2CCCC3)CC1 (configuration not stated)	57
C[C@@H]1CN([C@@H](C)CO)C(=O)c2cccc(NS(=O)(=O)c3ccc(F)cc3)c2O[C@H]1CN(C)CC1CC1	-11
C[C@H]1CN([C@@H](C)CO)C(=O)Cc2cc(NC(=O)Cc3ccccc3)ccc2O[C@H]1CN(C)Cc1ccncc1	5
C[C@@H]1CN([C@@H](C)CO)C(=O)c2cccc(NS(=O)(=O)c3cccs3)c2O[C@H]1CN(C)CC1CCCCC1	-6
C[C@H]1CN([C@@H](C)CO)C(=O)c2cc(NS(=O)(=O)c3ccccc3)ccc2O[C@@H]1CN(C)S(=O)(=O)c1cn(C)cn1	-3
C[C@@H]1CCCCO[C@H](CN(C)S(=O)(=O)c2cn(C)cn2)[C@@H](C)CN([C@H](C)CO)C(=O)c2cc(NC(=O)CCC(F)(F)F)ccc2O1	13
C[C@@H]1CCCCO[C@@H](CN(C)C(=O)NC2CCCCC2)[C@@H](C)CN([C@H](C)CO)C(=O)c2cc(NS(=O)(=O)c3cccs3)ccc2O1	2

Assay outcomes from PubChem.
